ERG Ets-DNA blk: qHTS for Small Molecule Inhibitors of the ERG Ets/DNA interaction; Transcriptional regulator ERG (Homo sapiens), P11308; fluorescence polarization, His-ERG Ets domain / labelled DNA; Potency, µM (top dose mostly 76.9 µM), inactives show top-dose FP activity, negative = inhibition, hits mostly inhibitors; 370,000 tested, 0.028% active; active means well fitted inhibition curve with a large enough effect in the polarisation, with a control signal flat; inconclusive means small, poorly fitted or top-dose-only effect, or effect the other way, or a change in a side signal; inactive means no such curve, though single readings can be large or run the other way; the % refers to the polarisation;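 further: polarization taken with two DNA probes labelled with fluorescein and Texas red; potency means the concentration at half of the fitted maximal effect; % of control where 0% means no effect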
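His-tagged ERG Ets domain (1 uM in the protein solution; 300mM KCl, 50mM Tris-HCl, 1mM EDTA, 1mM DTT, pH 7.5) received compound, then a probe mix of 5 nM fluorescein-DNA and 100nM Texas-615-DNA. Fluorescence polarization was read for both dyes.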
BAZ2B inh: qHTS Assay for Inhibitors of BAZ2B | Bromodomain adjacent to zinc finger domain protein 2B (Homo sapiens), Q9UIF8 | 360,000 tested, 4.4% active | AID 504333, 2011 | Potency, µM (doses to about 114 µM), for the others: at the top dose activity change, negative = inhibition, most hits filed as inhibitors | AlphaScreen BAZ2B-H3K14Ac peptide displacement; further: potency means the concentration at half of the fitted maximal effect; on the % scale 0 is the no-effect control and ±100 the full control effect; nearly all actives have a fitted effect of over 60% in size
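AlphaScreen luminescence quantifies BAZ2B engagement of H3K14Ac peptide; the protein and biotinylated peptide are both at 50 nM final, buffer PBS pH 7.4 with 0.01% Tween-20, all steps at room temperature.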
G9a block: qHTS Assay for Inhibitors of Histone Lysine Methyltransferase G9a; Histone-lysine N-methyltransferase EHMT2 (Homo sapiens), Q96KQ7; G9a H3K9 monomethylation, AlphaScreen, 2 h; Potency, µM (doses to about 102 µM), for the others: at the highest dose activity, negative = inhibition, hits mostly inhibitors; 350,000 tested, 8.8% active; AID 504332, 2011; further: potency means the concentration at half of the fitted maximal effect; on the % scale 0 is the no-effect control and ±100 the full control effect; nearly all actives have a fitted effect of over 75% in size
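Readings reflect AlphaScreen signal from monomethyl-H3K9 antibody detection. HMT at 20 nM; substrate b-H3K9 500 nM; cofactor SAM 20 uM; 2 h RT reaction; compounds tested as titrations in qHTS with 15 min preincubation.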
JMJD2A Tudor inh: qHTS Assay for Inhibitors of JMJD2A-Tudor Domain; Lysine-specific demethylase 4A (Homo sapiens), O75164; AlphaScreen JMJD2A-Tudor / H3K4me3 peptide binding; Potency, µM (titrated, usually from 114 µM), for the others: at the highest dose activity change, negative = inhibition, hits mostly inhibitors; 390,000 tested, 4.4% active; further: potency means the concentration at half of the fitted maximal effect; on the % scale 0 is the no-effect control and ±100 the full control effect; nearly all actives have a fitted effect of over 50% in size
RGS4 inh: Inhibitors of Regulator of G Protein Signaling (RGS) 4: qHTS | Regulator of G-protein signaling 4 (Homo sapiens), P49798 | Transcreener GDP fluorescence polarization, RGS4-accelerated GTP hydrolysis | Potency, µM (top dose mostly 114 µM), for the others: top-dose activity change, negative = inhibition, most hits filed as inhibitors | 390,000 tested, 0.039% active | AID 504845, 2011; further: potency means the concentration at half of the fitted maximal effect; on the % scale 0 is the no-effect control and ±100 the full control effect; nearly all actives have a fitted effect of over 75% in size; some results filed as inactive show a strong effect at the top dose
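MLSMR compounds (23 nl, pin-transferred) preincubated 10 min at room temperature with a 500nM (2x) first reagent, then RGS4 at 900nM (2x) plus Transcreener GDP mix added; fluorescence polarization (620/688 nm) read before and after 90 min at 30 °C.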
GLS inhibitor: qHTS for Inhibitors of Glutaminase (GLS) | Potency, µM (top dose mostly 45.5 µM), inactives show at the highest dose activity change, negative = inhibition, usual class: inhibitors | AID 624170, 2012 | 410,000 tested, 0.21% active | Glutaminase kidney isoform, mitochondrial (Homo sapiens), O94925 | GLS enzymatic activity, qHTS titration; further: potency means the concentration at half of the fitted maximal effect; on the % scale 0 is the no-effect control and ±100 the full control effect
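Enzyme dispensed in phosphate buffer (45 mM, pH 8.2, 0.02% Tween-20), compounds pinned in, then 1 mM L-glutamine solution and the glutamate oxidase–HRP–Amplex Red mix added; fluorescence read immediately and again after 30 min at room temperature.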
HP1b binding inh: HTS for Inhibitors of HP1-beta Chromodomain Interactions with Methylated Histone Tails; Potency, µM (titrated, usually from 114 µM), for the others: at the top dose activity change, negative = inhibition, usual class: inhibitors; 390,000 tested, 0.56% active; AID 540317, 2011; AlphaScreen HP1-beta / biotin-H3K9me3 peptide binding; Chromobox protein homolog 1 (Homo sapiens), P83916; further: potency means the concentration at half of the fitted maximal effect; nearly all actives have a fitted effect of over 70% in size; inactives centre near 23
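Compound inhibition of the preformed complex between 50 nM HP1-beta and 50 nM biotinylated H3K9me3 peptide was read by AlphaScreen. Buffer was PBS pH 7.4 with 0.01% Tween-20. Incubations ran 30 min at room temperature, with 10 ug/mL donor/acceptor beads.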
ALOX12 inh: Primary qHTS assay for inhibitors of human arachidonate 12S-lipoxygenase (ALOX12): Round 2; 580,000 tested, 1.1% active; purified 12hLO, xylenol orange hydroperoxide absorbance; Potency, µM (doses to about 108 µM), for inactives: top-dose activity change, negative = inhibition, usual class: inhibitors; further: potency means the concentration at half of the fitted maximal effect; on the % scale 0 is the no-effect control and ±100 the full control effect
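Purified human 12hLO at 150 nM in 25 mM Hepes, 0.01% Triton X-100, pH 7.0, preincubated 15 min at room temperature with compound. Reaction started with 40 uM arachidonic acid, 30 min at room temperature. Hydroperoxide measured by Fe-xylenol orange, 573/405 nm absorbance ratio.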
PI4K2A inh: qHTS for small molecular inhibitors of PI4K2A; 420,000 tested, 0.13% active; activity change, negative = inhibition, % at 76.9 µM; purified PI4K2A, ADP-Glo luminescence, 1 h; stronger effect = lower value; Phosphatidylinositol 4-kinase type 2-alpha (Homo sapiens), Q9BTU6; AID 1346378, 2018; in the data active means activity change below about -50%; inconclusive means mostly about -30% to -49%;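 further: -100% = wells without enzyme as full effect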
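In this quantitative HTS, ADP production by PI4K2A was quantified luminescently after 1 h at ambient temperature; 100 microM adenosine served as plate-quality control.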
The depositor's hits bear a star; i = inactive; ? = inconclusive; . = no result given; & = joins results of further samples; [ ] = dose if it differs, or a comment. Unless noted, the call rests on the fitted dose curve; in most records, active means well fitted curve in the direction sought with a large enough effect; inconclusive means small, poorly fitted or top-dose-only effect, or another doubt; inactive means no such curve, though single readings can be large; an effect the other way counts as inactive or inconclusive. A portion of the library; the hit share may differ from the screen's.

compound,ERG Ets-DNA blk,BAZ2B inh,G9a block,JMJD2A Tudor inh,RGS4 inh,GLS inhibitor,HP1b binding inh,ALOX12 inh,PI4K2A inh
CCOc1cccc(C2/C(=C(/O)c3ccc4c(c3)CC(C)O4)C(=O)C(=O)N2Cc2ccncc2)c1 (stereo not drawn),0%,-32%,.,22µM*,24%[11.4 µM],11%,-19%,-27%,-3
CC(=O)NC(=S)Nc1ccc(S(=O)(=O)Nc2nc(C)cc(C)n2)cc1,6%,-3%,-45%,1%[11.4 µM],1%,0%,22%,-1%,-2
COc1ccc(C(CC(=O)O)NC(=O)COc2ccccc2OC)cc1OC (stereo not drawn),7%,-3%,57%[activator][59 µM],-8%,10%,13%,37%,0%,11
O=C(Nc1cccc(Cl)c1)c1ccccc1,0%,5%,8%[12.7 µM],-4%,9%,2%,46%[activator],-1%,1
CNC(=S)N1CCC(NC(=O)C(Cc2ccccc2)NC(C)=O)CC1 (stereo not drawn),-3%,-8%,6%[59 µM],-6%,-15%,5%,26%,0%,-6
O=C(Nc1ccc(Cl)c(S(=O)(=O)N2CCCC2)c1)c1cc(=O)[nH]c2ccccc12,4%,.,.,?,-13%,-10%,3%,8%,-8
O=C(O)c1ccccc1/C=N/NC(=S)NCc1ccccc1,-18%,?,30%,-15%,-15%,-25%,44%[activator],-16%,0
O=C(NCc1ccc(Cl)cc1)C1CCC(CNc2c(N3CCCCC3)c(=O)c2=O)CC1 (stereo not drawn),4%,-10%,19%,-28%,-12%,6%,30%,1%,-2
O=C(NCC(=O)N1CCCC1)c1ccc(Br)cc1,-10%,5%,43%[activator],-13%,31%,-4%,24%,?,7
COc1ccc(Cl)cc1NC(=O)CN(C)C(=O)c1cc2c(s1)CCCC2,-1%,-7%,?,-14%,-7%,3%,15%,-19%,-3
COC(=O)C(CCSC)NS(=O)(=O)c1ccc(Cl)cc1 (stereo not drawn),-7%,7%,3%,-8%,-4%,-3%,28%,0%,-2
O=C(Nc1cc(-c2ccccc2)[nH]n1)c1ccc(Cl)cc1,1%,-16%&-10%,13%&-23%,-3%,-6%,-10%,44%[activator],341%[activator],-2
O=C(CNS(=O)(=O)c1ccc(F)cc1)N1CCN(c2ccc(F)cc2)CC1,-2%,0%,-14%[59 µM],-4%,5%,40%[activator],12%,?,6
O=C(Nc1ccccc1)C(CCCCN1C(=O)c2ccccc2C1=O)N1C(=O)c2ccccc2C1=O (stereo not drawn),-9%,.,.,-23%,5%,-2%,7%,-1%,5
Cc1nn2c(=O)cc(COC(=O)c3ccccc3NC(=O)c3ccccc3C)nc2s1,1%,-23%,14%[59 µM],-16%,13%,-7%,36%,-22%,-3
COC(=O)c1c(N)n(-c2cc(Cl)cc(Cl)c2)c2nc3ccccc3nc12,4%,?,-8%[59 µM],-12%,-11%,-14%,-8%,0%,5
COc1cccc(OC)c1C(=O)OCC(=O)/C(C#N)=C(\C)N,-3%,-17%,-5%,-17%,13%,8%,9%,-12%,-3
CCc1ccc(NC(=O)C2CCN(S(=O)(=O)c3ccc4c(c3)NC(=O)CO4)CC2)cc1,-7%,-21%,5%,6%,24%,3%,14%,5%,4
CCN(Cc1ccccc1)S(=O)(=O)c1ccccc1Br,3%,.,.,73%[activator],11%,1%,186%[activator],1%,-2
CCN1C(=O)[C@H]2[C@@H](c3ccc(-c4ccc(F)cc4)cc3)N[C@@](CC(C)C)(C(=O)OC)[C@H]2C1=O,0%,-1%,-1%[12.7 µM],-21%,-15%,1%,37%,-12%,-1
COc1ccccc1NC(=O)Nc1cnccn1,4%,-6%,2%,-18%,5%,0%,15%,0%,2
Cc1c(NC(=O)c2ccccc2N(C)S(=O)(=O)c2ccccc2)c(=O)n(-c2ccccc2)n1C,-6%,-1%,-15%[59 µM],-16%,-24%,0%,20%,-29%,4
COc1ccc(NC(=O)CC2C(=O)N(c3ccc(OC)cc3)C(=O)N2C2CCCCC2)cc1 (stereo not drawn),-9%,-11%,?,-17%,5%,-1%,53%[activator],?,1
O=C(NNC(=O)C1CCCN(S(=O)(=O)c2ccc3ccccc3c2)C1)C1CC1 (stereo not drawn),4%,-1%,0%,-11%,3%,0%,15%,18%,-4
CCc1ccc(C2C(C(=O)Nc3ccccc3OC)=C(C)Nc3nc(SCc4ccccc4)nn32)cc1 (stereo not drawn),7%,4%,4%[59 µM],-5%,18%,-2%,26%,6%,1
Cc1ccc(-n2cnc(N)c2C(=O)c2cccc([N+](=O)[O-])c2)cc1,?,?,.,-23%,-15%,0%,-1%,0%,2
COc1cccc(-n2c(=O)c3sc4ccccc4c3n(CC(=O)Nc3ccccc3OC)c2=O)c1,1%,?,?,-19%,21%,-8%,18%,-12%,4
COc1ccccc1N(C)S(=O)(=O)c1ccc(C(=O)Nc2ccc(C)cc2C)cc1,2%,6%,-8%,-11%,3%,3%,25%,-8%,5
CCOc1ccc(Br)cc1/C=N/O,.,2%,4%[59 µM],-1%,-10%,10%,16%,14%,1
O=C(CNC(=O)c1ccco1)NCC(=O)OCc1ccccc1Br,0%,-2%,?,-1%,7%,5%,22%,i,1
CCOC(=O)c1oc2ccc(S(=O)(=O)N3CCOCC3)cc2c1C,2%,4%,-29%,-12%,13%,2%,17%,17%,4
CC(NC(=O)c1ccccc1F)c1nnc(SCc2nc3ccccc3c(=O)[nH]2)n1C (stereo not drawn),-4%,2%,15%,-7%,-4%,-2%,36%,?,-1
CCCCNC(=O)C1c2ccccc2C(=O)N(c2ccc(OC)cc2)C1c1ccc(OC)cc1 (stereo not drawn),8%,-1%,-3%[59 µM],-8%,30%,13%,5%,-9%,5
O=C(O)c1cccc(S(=O)(=O)Nc2cccc(S(=O)(=O)N3CCCCCC3)c2)c1,19%,?,?,-30%,0%,0%,-8%,-13%,-2
CC1(C)CC(=O)c2c(oc3c(Cl)cc(NS(=O)(=O)c4ccc(Cl)cc4)cc23)C1,1%,1%,6%[59 µM],-14%,8%,12%,25%,-28%,-3
O=C(O)CN1C(=O)/C(=C\c2cn(-c3ccccc3)nc2-c2ccccc2)SC1=S,3%,?,11µM*,50µM*,?,?,-21%[57 µM],.,0
COC(=O)c1ccc(Nc2c([N+](=O)[O-])ccc3nonc23)cc1,-4%,-3%,50%[activator],-14%,-21%,-8%,28%,0%,-1
O=C(Nc1ncnc2c1C(c1ccccc1)c1c(ccc3ccccc13)O2)c1ccccc1 (stereo not drawn),.,.,.,-26%&-16%,-13%,7%,18%,26%,-3
COc1ccc2c(-c3ccccc3)cc(=S)[nH]c2c1,-24%,-16%,?,-15%,-31%,55%[activator],12%,?,2
Cc1ccc(N2CC(C(=O)NCc3ccccn3)CC2=O)cc1 (stereo not drawn),.,11%,-49%[12.7 µM],-8%,2%,2%,28%,4%,0
CCN(CC(=O)Nc1c(F)cccc1F)C(=O)CSc1ccc(F)cc1,4%,12%,?,-11%,-14%,0%,13%,-18%,0
COc1ccc(CNC(=O)C2CCC(CNS(=O)(=O)c3ccccc3)CC2)cc1 (stereo not drawn),-11%,7%,11%,-5%,20%,9%,34%,-3%,-4
O=C(NNC(=S)Nc1ccc(C(=O)O)c(O)c1)c1ccncc1,2%,.,.,?,?,41%[activator],-30%,-9%,0
COc1ccc(CCNC(=O)CC2COc3ccccc3O2)cc1OC (stereo not drawn),7%,1%,-6%,-7%,-18%,-10%,30%,0%,-2
COc1ccc(CNC(=S)Nc2cc(C)cc(C)c2)cc1,-6%,1%,-41%,5%,0%,-6%,36%[activator],200%[activator][57.4 µM],-2
COc1ccc(-c2cc3cc(OC)c(OC)cc3cn2)cc1OC,-1%,.,.,-11%,-16%,2%,-2%,?,-4
CN(Cc1ccccc1)C(=O)COC(=O)c1ccc[nH]c1=O,1%,.,.,22µM*,27%,2%,23%,-24%,-4
COc1ccc(C2(c3ccc(OC)cc3)NC(=O)N(CC(=O)Nc3ccccc3C)C2=O)cc1,3%,-1%,.,-30%,19%,7%,16%,172%[activator],0

Screening data (PubChem BioAssay)
